Bioassay records: PubChem BioAssay, National Center for Advancing Translational Sciences (NCATS)
Apoferritin bind – candidate novel general anesthetic via apoferritin binding; apoferritin/1-aminoanthracene competitive binding, fluorescence; Potency, µM (series often up to 77.5 µM), without a hit: at the top dose activity change, negative = displacement, actives largely listed as inhibitors; actives 0.074% (n = 350,000); note: potency is the fitted concentration of half-maximal effect; % is set by controls: 0 for no effect and ±100 for the full control effect; nearly all actives have a fitted effect of over 20% in size
Target sequence (P02791 2-175 limits assumed): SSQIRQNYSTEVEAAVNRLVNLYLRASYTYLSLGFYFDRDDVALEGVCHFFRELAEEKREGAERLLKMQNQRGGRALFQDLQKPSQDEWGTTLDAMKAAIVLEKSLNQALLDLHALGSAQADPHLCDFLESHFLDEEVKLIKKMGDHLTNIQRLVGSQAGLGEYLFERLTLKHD
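10 uM apoferritin + 50% sat. 1-AMA, PBS; cpd 10 min RT; Ex380/Em535 endpoint; normalized to free probe vs complex; 4-param Hill fit; propofol titration as pos. ctrl.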
BLM inh – Bloom syndrome helicase (human) inhibition; recombinant BLM DNA unwinding, fluorescence dequenching; P54132; Potency, µM (doses to about 56.1 µM), for inactives: at the highest dose activity change, negative = inhibition, actives largely listed as inhibitors; AID 2528; actives 0.2% (n = 350,000);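 note: potency is the fitted concentration of half-maximal effect; plate controls were vehicle for no effect and no enzyme for full effect; nearly all actives have a fitted effect of over 35% in size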
LDHA block – blocks human lactate dehydrogenase A | P00338 | purified LDHA, NADH/diaphorase-resazurin fluorescence; stronger effect = lower value | activity change, % (values are at about 110 or 230 µM) | actives 0.15% (n = 480,000) | AID 1347041; in the data active = activity change below about -30%; inconclusive = mostly about -25% to -30%;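 note: plate controls were DMSO wells for no effect and wells without enzyme for full effect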
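Human LDH5 (2 nM) was incubated with 0.06 mM NADH and 0.2 mM pyruvate for 5 min at room temperature in Tris pH 7.4. Remaining NADH was coupled through diaphorase/resazurin, and resorufin fluorescence was read at 0 and 20 min.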
Pol kappa inh – inhibitors of human DNA polymerase kappa | AID 588579 | actives 0.53% (n = 400,000) | Potency, µM (top dose mostly 107 µM), for inactives: at the highest dose activity, negative = inhibition, actives largely listed as inhibitors | Q9UBT6 | purified Pol kappa, fluorescent DNA synthesis assay, 10 min; note: potency is the fitted concentration of half-maximal effect; % is set by controls: 0 for no effect and ±100 for the full control effect
Target sequence (Q9UBT6 whole entry, looked up): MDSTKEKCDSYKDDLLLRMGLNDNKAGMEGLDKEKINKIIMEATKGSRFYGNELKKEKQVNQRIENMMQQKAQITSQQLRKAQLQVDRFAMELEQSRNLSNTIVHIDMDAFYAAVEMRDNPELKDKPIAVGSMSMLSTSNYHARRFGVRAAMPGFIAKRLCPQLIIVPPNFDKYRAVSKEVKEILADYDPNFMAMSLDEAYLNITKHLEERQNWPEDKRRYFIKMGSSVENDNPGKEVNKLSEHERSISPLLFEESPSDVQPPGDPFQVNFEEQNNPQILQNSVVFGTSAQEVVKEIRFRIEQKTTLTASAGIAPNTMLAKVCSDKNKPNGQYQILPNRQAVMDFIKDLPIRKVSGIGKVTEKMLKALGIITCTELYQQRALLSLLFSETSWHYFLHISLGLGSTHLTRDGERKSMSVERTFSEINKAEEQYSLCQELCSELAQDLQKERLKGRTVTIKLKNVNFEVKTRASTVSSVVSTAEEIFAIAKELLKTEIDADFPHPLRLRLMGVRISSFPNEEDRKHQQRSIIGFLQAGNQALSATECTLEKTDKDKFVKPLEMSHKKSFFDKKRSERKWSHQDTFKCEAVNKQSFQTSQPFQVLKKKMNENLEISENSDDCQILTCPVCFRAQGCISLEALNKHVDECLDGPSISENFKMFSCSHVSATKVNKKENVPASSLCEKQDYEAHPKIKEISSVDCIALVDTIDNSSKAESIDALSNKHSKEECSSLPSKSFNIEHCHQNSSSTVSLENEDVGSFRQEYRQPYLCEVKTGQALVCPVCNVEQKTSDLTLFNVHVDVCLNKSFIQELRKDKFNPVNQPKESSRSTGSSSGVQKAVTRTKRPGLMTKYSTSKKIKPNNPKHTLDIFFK
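Kinetic fluorescence screen: compound preincubated 15 min RT with 10 nM enzyme; 50 nM substrate (final) initiates; reads at 0/10 min.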
Glioma ERSR ind – ER stress response induction in glioma; actives 0.02% (n = 420,000); Potency, µM, without a hit: at the top dose activation, usual class: activators; U87-MG GRP78 promoter luciferase reporter, 16 h; note: potency is the fitted concentration of half-maximal effect; series mostly up to about 76 µM; % of control where 0% means no effect; nearly all actives have a fitted effect of over 35% in size
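Stably transfected U87-MG glioma cells carrying a GRP78-based luciferase sensor; 16 h compound incubation. Luminescence end-point read 10 min after Bright-Glo addition at room temperature.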
APEX1 inh – blocks human APE1 abasic DNA cleavage; recombinant APE1, TAMRA/BHQ-2 abasic DNA cleavage fluorescence; P27695; Potency, µM (series often up to 65.8 µM), for the others: at the highest dose activity change, negative = inhibition, actives largely listed as inhibitors; actives 0.35% (n = 350,000);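 note: potency is the fitted concentration of half-maximal effect; plate controls were vehicle for no effect and reference inhibitor for full effect; nearly all actives have a fitted effect of over 55% in size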
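Measures dequenching upon AP-site incision of a 5'-TAMRA/3'-BHQ-2 THF-containing duplex, 50 nM; human APE1 0.75 nM after 15 min room-temperature exposure to compound; kinetic three-point read at one-minute spacing.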
POLI inh – blocks human DNA polymerase iota activity | Q9UNA4 | Pol iota fluorescent replication assay, 10 min | Potency, µM (top dose mostly 115 µM), without a hit: at the top dose activity, negative = inhibition, hits mostly inhibitors | actives 1% (n = 390,000) | AID 588590; note: potency is the fitted concentration of half-maximal effect
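Pol iota at 10 nM preincubated 15 min with compounds at room temperature; reaction started with fluorescent substrate, 50 nM final. Fluorescence read kinetically at 0 and 10 min; buffer-only wells as negative control.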
Pol eta inh – DNA polymerase eta (human) inhibition | recombinant Pol eta, fluorescent DNA replication assay | Potency, µM (highest dose often 114 µM), without a hit: at the highest dose activity change, negative = inhibition, actives largely listed as inhibitors | Q9Y253 | AID 588591 | actives 1.2% (n = 390,000); note: potency is the fitted concentration of half-maximal effect; % is set by controls: 0 for no effect and ±100 for the full control effect
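Fluorescent replication assay: 50 nM final substrate added after a 15 min room-temperature compound preincubation with 10 nM enzyme. Signal taken at 0 min and again at 10 min.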
Pol beta inh – inhibitors of human DNA polymerase beta | Pol beta primer extension/strand displacement, fluorescence kinetic | Potency, µM (titrated, usually from 114 µM), for the others: at the highest dose activity change, negative = inhibition, usual class: inhibitors | actives 1.3% (n = 340,000) | AID 485314; note: potency is the fitted concentration of half-maximal effect; % is set by controls: 0 for no effect and ±100 for the full control effect
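Preincubation: enzyme (10 nM) with compound, 15 min, RT. Reaction: substrate added to 50 nM final. Reads: 0 and 10 min. Analysis: normalized, Hill fit.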
* marks the source's active call; other numbers are inactive results; ? = inconclusive; · = no result given; & = joins results of further samples; [ ] = remark or other dose. Unless noted, calls come from the whole dose curve; as a rule, active = well fitted curve in the direction sought with a large enough effect; inconclusive = small, poorly fitted or top-dose-only effect, or another doubt; inactive = no such curve, though single readings can be large; an effect the other way counts as inactive or inconclusive. Only part of the results is shown, so the mix of outcomes need not match the whole.

SMILES | Apoferritin bind | BLM inh | LDHA block | Pol kappa inh | Glioma ERSR ind | APEX1 inh | POLI inh | Pol eta inh | Pol beta inh
CNC(=O)COC(=O)c1cc(-c2ccc(OC)cc2)nc2ccccc12 | -14% | -1% | -8 | -1% | 1% | 4% | ? | -18% | 2%
Cc1nonc1CC(=O)NC1CC(C)(C)Cc2c1cnn2-c1ccc(F)cc1 (stereo unspecified) | -11% | -2% | -5 | -3% | -1% | 30% | 17% | -22% | 22%
COc1ccc(-c2ccc(C#N)c(OC)n2)cc1 | -16% | -1% | 1 | -4% | 2% | -7% | 93%[activator] | 1% | 1%
CC1Cc2ccccc2N1C(=O)CN1C(=O)CN(C)C(=O)c2ccccc21 (stereo unspecified) | -14% | 1% | -5 | -5% | -3% | -1% | -3% | -10% | 13%
CC(C)Oc1ccc(C(=O)NCC(=O)OCC(=O)N(C)Cc2cccs2)cc1 | ? | 0% | -2 | 3% | -6% | -5% | 31%[activator] | -24% | 0%
Cc1ccc2nc(C(Cl)(Cl)Cl)nc(N/N=C/c3ccc([N+](=O)[O-])cc3)c2c1 | · | · | -5 | 0% | -7% | · | 65%[activator] | -13% | ·
Cc1ccc(C2C(=O)N(C3CCCCCC3)CC(=O)N2CCC2=CCCCC2)cc1 (stereo unspecified) | -11% | -3% | -4 | -3%[60.1 µM] | -2% | · | 23% | -12% | 3%
COc1cc(C#N)c(N=C(SCC#N)N2CCOCC2)cc1OC | -2% | -5% | 2 | -2% | -5% | 9% | 102%[activator] | -6% | 8%
COc1cc(OC)c(S(=O)(=O)NCc2cccnc2)cc1NC(C)=O | -4% | 1% | -8 | -11% | 1% | 11% | 16% | -13% | 1%
CCNC(=S)NNC(=O)c1cc(-c2ccc(OC)cc2)nc2ccccc12 | 2% | -1% | -3 | -12% | -9% | -3% | -2% | -7% | 33%
CCCCCc1nc(-c2nonc2N)no1 | -18% | -7% | -4 | -14% | -1% | -11% | 16% | 1% | -7%
CCOC(=O)c1cc2c(ccn2C)n1CC(=O)Nc1ccc(F)cc1 | -2% | -8% | 2 | -4% | -4% | 2% | -13% | -6% | 0%
CSc1sc(C(=O)NC(=O)NCc2ccncc2)c(C)c1-c1ccon1 | 162%[activator] | -7% | -1 | 0% | -1% | 0% | 115%[activator] | -5% | ?
CCOc1ccc(N2CC(C(=O)N3CC(C)OC(C)C3)CC2=O)cc1 (stereo unspecified) | -5% | -6% | -4 | -3% | 0% | 28% | 23% | -5% | 28%
Cc1ccn(-c2ccc([N+](=O)[O-])cc2)n1 | 5% | 0% | -8 | -12% | -1% | -10% | 8% | -9% | -1%
O=c1c2c(-c3cccs3)csc2ncn1-c1ccccc1 | ? | -2% | -4 | -6% | 6% | 0% | 0% | -9% | 2%
CC(C)CN(C(=O)c1cccc(S(=O)(=O)N2CCN(c3ccc(F)cc3)CC2)c1)C1CCS(=O)(=O)C1 (stereo unspecified) | · | · | -2 | 0% | -5% | 13% | 25% | -11% | ·
Cc1ccc(NC(=O)Nc2nnc(SCC(=O)Nc3ccc(F)cc3F)s2)cc1 | -17% | -2% | -3 | -1%[60.1 µM] | 5% | · | 5% | 14% | 31%
Cc1cc(C)n(CC(=O)NN)n1 | -4% | 3% | -5 | 2% | -3% | ? | 18% | -11% | 13%
COC(=O)c1cn(C)c2ccc(S(=O)(=O)N3CC(C)CC(C)C3)cc2c1=O (stereo unspecified) | ? | -5% | -8 | -1% | -3% | -5% | 3%[58.9 µM] | -5% | 0%
COCCNC(=O)C1CC(=O)N(c2ccc(OC)cc2)C1c1ccc(OC)cc1 (stereo unspecified) | -3% | -3% | -5 | 8% | -5% | 16% | 23% | -8% | -4%
CCCCNCc1cc(OCC)c(OCC)cc1Br | -7% | -1% | -6 | 0% | -4% | 2% | 79%[activator] | -8% | 0%
Cc1ccc(S(=O)(=O)N2[C@@H](c3ccccc3)C(C(=O)O)=CC[C@H]2c2ccc(C(C)C)cc2)cc1 | · | · | -2 | -15% | -3% | 12% | 25% | -33% | ·
Cc1ccccc1-n1c(=O)cc(N2CCCCCC2)[nH]c1=O | 10% | 1% | 0 | 7% | -5% | -3% | ? | -12% | ?
CC(O)CSc1nc2c(c(=O)[nH]c(=O)n2C)n1Cc1ccccc1Cl (stereo unspecified) | -5% | -1% | 0&-2 | 0% | -4% | -8% | 51%[activator] | -10% | 8%
COc1ccc(Cl)cc1NC(=S)NCCCN1CCCC1=O | -3% | 0% | 2 | 13% | -4% | 1% | 24% | -10% | -14%
CN1/C(=C\C(=S)Nc2ccccc2)C(C)(C)c2ccccc21 | -22% | -10% | -6 | -8% | 5% | -6% | -8% | -8% | -1%
Nc1nonc1-n1nnc(C(=O)N/N=C/c2ccccc2Cl)c1-c1ccc2c(c1)OCO2 | -5% | 0% | -6 | -12% | -6% | -7% | 23% | 15% | 19%
CC(C)(C)OC(=O)N1CCC(c2c(C(=O)NCc3ccco3)cnn2-c2ccc(F)cc2F)CC1 | -24% | -3% | 2 | -8% | -1% | · | 4% | 10% | 3%
C=CCN1C=C2C(=O)C(C)(OC(=O)C3CCCC3)C(=O)C(c3ccccc3)=C2C=C1CCCC(=O)OC (stereo unspecified) | -10% | -12%[12.4 µM] | 1 | 3% | -3% | -1%[12.4 µM] | -12% | -4% | 2%
Cc1ccc(S(=O)(=O)N2CCOCC2)cc1NC(=O)c1ccc(F)cc1F | · | · | -5 | 6% | -3% | 29% | 31%[activator] | -12% | ·
CC(C)C[C@H]1CN([C@@H](CC(C)C)CN2CCCC2CN2C(=S)NC[C@@H]2Cc2ccc(O)cc2)C(=S)N1CC1CCCCCC1 (stereo partly specified) | · | · | -2 | 0% | -3% | · | -12% | -23% | ·
O=C(CSc1nc(=O)n(CCN2CCOCC2)c2c1CCCC2)Nc1cccc([N+](=O)[O-])c1 | · | · | -1 | 10% | -6% | 30% | 7% | -4% | ·
CCOC(=O)C1CCCN(C(=O)c2ccc3c(c2)N(Cc2ccc(Cl)cc2)C(=O)c2ccccc2S3=O)C1 (stereo unspecified) | -18% | -8% | -5 | -25% | -3% | · | 18% | -18% | -2%
O=C(COc1cccc2c1CCNC2=O)Nc1cccc(F)c1 | · | · | -2 | -17% | 1% | 6% | 8% | -1% | ·
Cc1noc(COc2ccccc2OCC(N)=O)c1Cl | -19% | 0% | -5 | 4% | -1% | 7% | 10% | -2% | -11%
COc1cc(NC(=O)C2CC3CCC2C3)c(OC)cc1Cl (stereo unspecified) | · | · | 1 | -9% | -1% | · | 12% | -17% | ·
Cc1cccc(NC(=O)C2CCC(CNS(=O)(=O)c3csc(C(N)=O)c3)CC2)c1C (stereo unspecified) | -7% | -2% | -16 | 5% | -2% | · | 13% | -14% | 2%
CN1/C(=C\C=C2/C(=O)Oc3ccccc3C2=O)C(C)(C)c2ccccc21 | -5% | · | -50* | ? | -1% | -4% | -11% | 89µM* | 45µM*
CC1(c2ccccc2)NC(=O)N(CC(=O)N2CCOCC2)C1=O (stereo unspecified) | -11% | 3% | -4 | -16% | 0% | -1% | -3% | 9% | 15%
CCc1nc2cc(CC(=O)O)ccc2o1 | -15% | 1% | -2 | -15% | -1% | 1% | 10% | -1% | 41%
CC(C)(C)OC(=O)C[C@H]1C/C=C\C[C@@H](CC(=O)NCCO)C(=O)N[C@H](C(C)(C)C)COC1=O | · | · | -3 | 4% | -3% | 13% | -8% | 2% | ·
CC(C)c1nc(CNC(=O)CC2C(=O)NCCN2Cc2ccc(F)cc2Cl)cs1 (stereo unspecified) | -18% | -2% | 0 | -11% | -6% | 14% | 20% | -8% | 5%

Laid out differently: 2 of the compounds above
> CC(C)C[C@H]1CN([C@@H](CC(C)C)CN2CCCC2CN2C(=S)NC[C@@H]2Cc2ccc(O)cc2)C(=S)N1CC1CCCCCC1 (stereo partly specified)
  Apoferritin bind = · | BLM inh = · | LDHA block = -2 | Pol kappa inh = 0% | Glioma ERSR ind = -3% | APEX1 inh = · | POLI inh = -12% | Pol eta inh = -23% | Pol beta inh = ·
> O=C(CSc1nc(=O)n(CCN2CCOCC2)c2c1CCCC2)Nc1cccc([N+](=O)[O-])c1
  Apoferritin bind = · | BLM inh = · | LDHA block = -1 | Pol kappa inh = 10% | Glioma ERSR ind = -6% | APEX1 inh = 30% | POLI inh = 7% | Pol eta inh = -4% | Pol beta inh = ·

Rewritten as tab-separated lines: entries from further up.
canonical_smiles	Apoferritin bind	BLM inh	LDHA block	Pol kappa inh	Glioma ERSR ind	APEX1 inh	POLI inh	Pol eta inh	Pol beta inh
CCOC(=O)C1CCCN(C(=O)c2ccc3c(c2)N(Cc2ccc(Cl)cc2)C(=O)c2ccccc2S3=O)C1 (stereo unspecified)	-18%	-8%	-5	-25%	-3%	·	18%	-18%	-2%
O=C(COc1cccc2c1CCNC2=O)Nc1cccc(F)c1	·	·	-2	-17%	1%	6%	8%	-1%	·
Cc1noc(COc2ccccc2OCC(N)=O)c1Cl	-19%	0%	-5	4%	-1%	7%	10%	-2%	-11%
COc1cc(NC(=O)C2CC3CCC2C3)c(OC)cc1Cl (stereo unspecified)	·	·	1	-9%	-1%	·	12%	-17%	·
Cc1cccc(NC(=O)C2CCC(CNS(=O)(=O)c3csc(C(N)=O)c3)CC2)c1C (stereo unspecified)	-7%	-2%	-16	5%	-2%	·	13%	-14%	2%
CN1/C(=C\C=C2/C(=O)Oc3ccccc3C2=O)C(C)(C)c2ccccc21	-5%	·	-50*	?	-1%	-4%	-11%	89µM*	45µM*
CC1(c2ccccc2)NC(=O)N(CC(=O)N2CCOCC2)C1=O (stereo unspecified)	-11%	3%	-4	-16%	0%	-1%	-3%	9%	15%
CCc1nc2cc(CC(=O)O)ccc2o1	-15%	1%	-2	-15%	-1%	1%	10%	-1%	41%
CC(C)(C)OC(=O)C[C@H]1C/C=C\C[C@@H](CC(=O)NCCO)C(=O)N[C@H](C(C)(C)C)COC1=O	·	·	-3	4%	-3%	13%	-8%	2%	·
CC(C)c1nc(CNC(=O)CC2C(=O)NCCN2Cc2ccc(F)cc2Cl)cs1 (stereo unspecified)	-18%	-2%	0	-11%	-6%	14%	20%	-8%	5%
